Source: PubChem (National Center for Advancing Translational Sciences (NCATS))
TrxR1 substrate: rat thioredoxin reductase 1 substrate activity | O89049 | actives 0.01% (n = 390,000) | purified TrxR1 substrate turnover, NADPH consumption readout | AID 588456 | Potency, µM (highest dose often 114 µM), for the others: top-dose activity change, negative = substrate turnover; further: on the % scale 0 is the no-effect control and ±100 the full control effect; nearly all actives have a fitted effect of over 50% in size
Target sequence (O89049 whole entry, looked up): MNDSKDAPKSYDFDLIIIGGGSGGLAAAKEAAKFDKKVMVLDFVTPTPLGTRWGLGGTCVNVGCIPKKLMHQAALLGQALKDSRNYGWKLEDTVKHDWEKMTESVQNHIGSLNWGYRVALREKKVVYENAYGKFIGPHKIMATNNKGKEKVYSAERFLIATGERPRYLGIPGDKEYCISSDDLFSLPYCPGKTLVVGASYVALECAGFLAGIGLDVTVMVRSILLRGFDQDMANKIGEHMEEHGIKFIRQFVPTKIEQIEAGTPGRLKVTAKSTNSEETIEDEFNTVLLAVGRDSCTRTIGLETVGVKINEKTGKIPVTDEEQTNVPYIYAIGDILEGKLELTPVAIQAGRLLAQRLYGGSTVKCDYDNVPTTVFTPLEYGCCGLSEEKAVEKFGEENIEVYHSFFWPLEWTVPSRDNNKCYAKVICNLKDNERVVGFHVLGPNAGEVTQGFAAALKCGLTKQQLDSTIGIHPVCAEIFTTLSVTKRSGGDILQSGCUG
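Rat TrxR1, dispensed at 90 nM, was prereduced with 400 uM NADPH (final) for 5 min at ~22 deg C, then incubated with compound 15 min before 400 uM selenite. A first-read NADPH fluorescence drop versus no-compound background flagged substrates.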
USP1 inh: USP1/UAF1 (human) deubiquitinase inhibition; AID 743255; Potency, µM (titrated, usually from 57.1 µM), without a hit: top-dose activity change, negative = inhibition, actives largely listed as inhibitors; actives 0.23% (n = 390,000); recombinant USP1/UAF1, Ub-Rhodamine cleavage fluorescence; further: on the % scale 0 is the no-effect control and ±100 the full control effect; nearly all actives have a fitted effect of over 60% in size; inactives centre near -12
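Step one: compound is pinned into 1nM USP1/UAF1 in HEPES pH 7.8 buffer with TCEP. Step two: 15 min room-temperature incubation. Step three: Ub-Rho (150nM final) starts cleavage, tracked by fluorescence over six one-minute reads.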
12-LOX inh: blocks human arachidonate 12S-lipoxygenase | actives 1.1% (n = 580,000) | Potency, µM (highest dose often 108 µM), for the others: at the highest dose activity change, negative = inhibition, most hits filed as inhibitors | purified 12hLO, xylenol orange hydroperoxide absorbance; further: on the % scale 0 is the no-effect control and ±100 the full control effect
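Purified human 12hLO at 150 nM in 25 mM Hepes, 0.01% Triton X-100, pH 7.0, preincubated 15 min at room temperature with compound. Reaction started with 40 uM arachidonic acid, 30 min at room temperature. Hydroperoxide measured by Fe-xylenol orange, 573/405 nm absorbance ratio.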
RGS4 inhibitor: inhibitors of human regulator of G protein signaling 4. Potency, µM (highest dose often 114 µM), inactives show at the highest dose activity change, negative = inhibition, hits mostly inhibitors. P49798. actives 0.039% (n = 390,000). Transcreener GDP fluorescence polarization, RGS4-accelerated GTP hydrolysis; further: on the % scale 0 is the no-effect control and ±100 the full control effect; nearly all actives have a fitted effect of over 75% in size; some results filed as inactive show a strong effect at the top dose
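MLSMR compounds (23 nl, pin-transferred) preincubated 10 min at room temperature with a 500nM (2x) first reagent, then RGS4 at 900nM (2x) plus Transcreener GDP mix added; fluorescence polarization (620/688 nm) read before and after 90 min at 30 °C.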
Vif-A3G inh: blocks the Vif interaction with human APOBEC3G; HeLa A3G-eYFP + Vif (tagged APOBEC3G with the HIV-1 protein that degrades it), YFP fluorescence, overnight; actives 0.076% (n = 410,000); Potency, µM (highest dose often 46.1 µM), for inactives: at the top dose activity, negative = active, most hits filed as inhibitors; AID 602310; Q9HC16;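 further: on the % scale 0 is the no-effect control and ±100 the full control effect; nearly all actives have a fitted effect of over 60% in size; hits raise eYFP signal because A3G escapes Vif-driven loss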
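HeLa cells stably expressing Vif and C-terminally eYFP-tagged A3G, seeded overnight at 37 deg C, then exposed to compound by pintool overnight at 37 deg C. Rise in yellow fluorescence (Ex 488/Em 500-530, Acumen) marks blocked Vif-driven A3G degradation.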
RXFP1 agonist: agonists of human relaxin receptor RXFP1; HEK293T-RXFP1 cAMP TR-FRET, 30 min; response scale: percent of porcine relaxin response, buffer zero; Q9HBX9; AID 2676; Potency, µM (series often up to 57.5 µM), inactives show top-dose activation, actives largely listed as activators; actives 0.3% (n = 370,000); further: on the % scale 0 is the no-effect control and ±100 the full control effect; nearly all actives have a fitted effect of over 60% in size; many of its hits are not listed in these tables
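HEK293T cells stably expressing RXFP1 were pretreated with the PDE4 inhibitor Ro 20174, exposed to compounds for 30 min at 37C, lysed, and cAMP was read by TR-FRET. Data normalized to buffer (basal) and 29 nM porcine relaxin (100%).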
Vif-A3F inh: inhibitors of Vif-A3F interaction; HeLa A3F-eYFP + Vif (tagged APOBEC3F with the HIV-1 protein that degrades it), YFP fluorescence increase; Potency, µM (doses to about 46.1 µM), without a hit: at the highest dose activity, negative = active; actives 0.2% (n = 390,000); further: % of control where 0% means no effect; nearly all actives have a fitted effect of over 65% in size
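HeLa cells stably expressing Vif plus C-terminally eYFP-tagged A3F were seeded, incubated overnight at 37 deg C, dosed with compound, incubated overnight again at 37 deg C. Yellow fluorescence (Ex 488/Em 500-530) reported blocked Vif-mediated A3F-eYFP degradation.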
IDH1 R132H inh: blocks human mutant IDH1 R132H enzyme. O75874. IDH1-R132H enzyme, NADPH consumption, diaphorase/resazurin fluorescence. Potency, µM (top dose mostly 76.6 µM), for the others: at the highest dose activity change, negative = inhibition, hits mostly inhibitors. actives 0.093% (n = 390,000); further: on the % scale 0 is the no-effect control and ±100 the full control effect; nearly all actives have a fitted effect of over 65% in size
Target sequence (O75874 whole entry R132H, stated change not applied): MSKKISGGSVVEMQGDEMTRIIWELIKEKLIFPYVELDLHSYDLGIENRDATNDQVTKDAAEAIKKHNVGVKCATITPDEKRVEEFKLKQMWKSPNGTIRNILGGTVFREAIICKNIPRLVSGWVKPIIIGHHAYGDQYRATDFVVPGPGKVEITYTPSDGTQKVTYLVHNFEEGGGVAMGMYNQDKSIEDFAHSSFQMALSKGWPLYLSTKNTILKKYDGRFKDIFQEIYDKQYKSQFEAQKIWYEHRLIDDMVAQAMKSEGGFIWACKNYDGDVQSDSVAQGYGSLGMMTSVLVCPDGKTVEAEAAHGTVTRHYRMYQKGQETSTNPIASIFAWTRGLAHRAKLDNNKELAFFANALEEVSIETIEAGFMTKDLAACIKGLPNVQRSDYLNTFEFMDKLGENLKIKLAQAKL
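IDH1-R132H (0.5 ug/mL) preincubated 30 min with compound, then NADPH (0.016 mM) and alpha-KG (2 mM) added; 80 min at RT, pH 7.5. Remaining NADPH coupled via diaphorase/resazurin to fluorescence (540/590 nm); concentration-response curves normalized to no-enzyme control.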
rTrxR1 inhibitor: rat TrxR1 inhibition; O89049; recombinant rTrxR1, NADPH fluorescence consumption, selenite substrate; Potency, µM (series often up to 114 µM), inactives show top-dose activity change, negative = inhibition, usual class: inhibitors; actives 1% (n = 390,000); AID 588453; further: on the % scale 0 is the no-effect control and ±100 the full control effect; nearly all actives have a fitted effect of over 65% in size
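Rat TrxR1 (90 nM in the dispensed reagent) was pre-reduced with 400 uM NADPH for 5 min at room temperature, then incubated with compound for 15 min. After 400 uM selenite was added, NADPH fluorescence (Ex 340/Em 450 nm) was followed for 8 min.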
Numbers without * were called inactive; ? = inconclusive; nt = no result given; [ ] = dose if it differs, or a comment. The call rests on the fitted dose curve; in most records, active means well fitted curve in the direction sought with a large enough effect; inconclusive means small, poorly fitted or top-dose-only effect, or another doubt; inactive means no such curve, though single readings can be large; an effect the other way counts as inactive or inconclusive. Potency means the concentration at half of the fitted maximal effect. These rows are one share of the data; the hit share may differ from the screen's.

SMILES | TrxR1 substrate | USP1 inh | 12-LOX inh | RGS4 inhibitor | Vif-A3G inh | RXFP1 agonist | Vif-A3F inh | IDH1 R132H inh | rTrxR1 inhibitor
CC(=NNC(=S)N1CC2CCC(CC2)C1)c1nccs1 | 7.3%[11.4 µM] | -13.0% | ? | -36.3% | -19.8% | nt | -1.9% | 2.1% | 0.8%[11.4 µM]
Nc1ccncc1 | 0.3%[57.1 µM] | ? | 1.0% | 14.3%[56.9 µM] | -1.4% | 3.5% | -0.8% | 21.1% | -7.9%[57.1 µM]
CC(C)Sc1nnc([C@@H](N)Cc2ccccc2)o1 | 3.7% | -11.9% | 4.5% | 8.9% | -1.4% | -1.7% | -9.1% | 3.2% | 16.6%
O=C(Cn1cc(C(=O)c2ccccc2)c2ccccc21)NCc1ccco1 | -8.1% | -18.4% | -29.9%[57.4 µM] | -46.5% | -26.5% | -0.9% | 0.0% | 2.6% | -25.5%
CC1CCCN(C(=O)CCl)C1 (stereo unspecified) | 5.6%[57.1 µM] | -22.2% | -16.9% | -14.3% | 0.9% | 1.6% | -0.7% | 4.1% | -40.5%
COc1ccc(NC(c2ccccc2)P(=O)(Oc2ccccc2)Oc2ccccc2)cc1 (stereo unspecified) | -3.3% | -27.3% | -17.3% | -8.5% | 1.1% | 0.0% | 0.6% | -1.0% | 9.9%
Cc1ccc(C)c(NC(=O)Cn2nc(C)c3nn(-c4ccc(Cl)cc4)c(C)c3c2=O)c1 | 1.5%[57.1 µM] | -23.2% | ? | -6.9% | 1.4% | 8.9% | ? | -10.0% | 17.3%[57.1 µM]
O=C(Nc1ccc2c(c1)OCO2)c1cccn(Cc2cccc(F)c2)c1=O | -4.8%[57.1 µM] | -1.3% | ? | 0.4% | 4.6% | -0.1% | -6.8% | 0.2% | 15.2%[57.1 µM]
CC(NCc1ccc(Cl)cc1)C(O)c1ccccc1 (stereo unspecified) | 9.0% | -3.9% | -21.1% | 33.2% | -0.6% | -0.9% | -2.2% | -6.1% | 16.4%
CC[C@@H](C(N)=O)N1CCCC1=O | 6.9%[57.1 µM] | nt | -2.9%[57.4 µM] | -7.8%[56.9 µM] | nt | 4.0% | nt | nt | 12.9%[57.1 µM]
C=CCN1C(=O)/C(=C/c2cc(C)n(-c3ccccn3)c2C)C(=O)NC1=S | -14.5% | -9.3% | ? | -45.0% | -2.5% | 0.1% | ? | -1.6% | 50.1µM*
Cc1c(C=C2C(=O)N(C)C(=O)N(C)C2=O)c(=O)n(-c2ccccc2)n1C | 0.9% | -7.2% | -12.7% | -2.2% | -0.4% | 0.9% | -0.4% | 0.0% | -30.0%
COC(=O)C1=C(c2ccccc2)C[C@@H]2CC[C@H]1N2C(=O)NCc1ccc(C(F)(F)F)cc1 | -7.0% | ? | 171.1%[activator] | -9.5% | -0.4% | nt | -4.8% | 6.2% | 11.2%
Clc1cccc(Cl)c1C1N2CCCN12 (stereo unspecified) | -6.4% | 0.6% | 64.2%[activator][57.4 µM] | -12.6% | 1.2% | -1.2% | nt | 0.4% | -0.7%
N#CSCC(=O)N1c2ccccc2CCc2ccccc21 | -9.8% | -6.5% | -5.2% | ? | -16.4% | -1.4% | -16.2% | -21.5% | -23.2%
Fc1ccccc1CNCCc1ccc2c(c1)OCO2 | 4.1% | -7.9% | ? | -10.4% | 9.0% | 4.9% | -22.5% | 11.1% | 8.2%
CCN(CCCl)c1cc(CN(C)C)cc(NC(=O)c2ccc(C(=O)Nc3cc(CN(C)C)cc(N(CC)CCCl)c3)cc2)c1 | -10.0% | -15.1% | ? | -22.2% | 3.8% | nt | -13.1% | -0.3% | ?
Cc1cccc(-n2c(=S)[nH]c3ccccc3c2=O)n1 | -6.7% | -7.0% | -6.2% | -7.1% | 0.6% | -1.2% | 10.3% | -0.8% | -2.5%[57.1 µM]
CCN1CCN(Cc2cc(Br)cc(OC)c2O)CC1 | 6.2% | -1.4% | ? | -27.9% | 1.6% | -0.6% | -5.3% | 5.3% | 9.9%
CC1CCCC(NC(=O)CNC(=S)N2CC3CC(C2)c2cccc(=O)n2C3)C1C (stereo unspecified) | 4.8%[57.1 µM] | -11.3% | -0.1% | -17.0%[56.9 µM] | 0.5% | 2.5% | -2.6% | 1.1% | 9.4%[57.1 µM]
COc1cccc(C(=O)C2CCCN(Cc3cnn(C(C)C)c3)C2)c1 (stereo unspecified) | 10.1%[57.1 µM] | -13.0% | -1.4% | -10.1% | -0.1% | 11.2% | -8.6% | 6.0% | 13.2%
CC[C@H]1CN2CCC1C[C@@H]2[C@@H](O)c1ccnc2ccc(OC)cc12 (stereo partly specified) | 23.2% | -10.0% | 0.7% | -27.7% | 2.2% | nt | -10.9% | 16.2% | 12.1%
O=C(Cc1ccccc1)Oc1cccc(-n2cnnn2)c1 | 10.8%[57.1 µM] | -12.5% | -10.3% | 10.1% | -0.3% | 0.7% | 0.7% | -1.2% | 8.5%[57.1 µM]
Cc1ccc(NC(=O)CSc2nnc([C@@H](N)Cc3c[nH]c4ccccc34)o2)c(C)c1 | 3.7%[57.1 µM] | ? | -17.1% | -24.4% | -0.2% | -0.1% | 0.9% | -2.2% | 4.8%
NS(=O)(=O)c1cc(C2(O)NC(=O)c3ccccc32)ccc1Cl (stereo unspecified) | -2.6% | ? | 12.4% | 6.5% | 2.2% | -1.1% | 8.0% | 4.1% | 11.3%
O=C1CN(C(=O)CN2CCCCC2)C(c2ccccc2)c2cc(Br)ccc2N1 (stereo unspecified) | 0.3% | -12.8% | 15.9% | 28.3%[56.9 µM] | -3.2% | -2.2% | 2.3% | -5.4% | -17.5%
CC(=O)C1CCC2C3CCC4CC(O)CCC4(C)C3C(O)CC12C (stereo unspecified) | -7.9% | -10.5% | ? | -3.8% | -0.8% | nt | 9.1% | 4.1% | 10.8%[57.1 µM]
CN(c1ccc(OCC(=O)N2CCN(C/C=C/c3ccccc3)CC2)cc1)S(=O)(=O)c1cccs1 | 6.8%[57.1 µM] | -15.6% | -20.8% | -16.5%[56.9 µM] | 8.3% | 3.2% | 2.1% | 5.5% | 14.5%[57.1 µM]
O=C1NC(=O)N(c2ccccc2)C(=O)/C1=C/c1ccc([N+](=O)[O-])s1 | -0.4% | 28.2µM* | 39.8µM* | ? | 0.3% | -0.6% | 1.1% | 9.7% | 22.4µM*
CCOc1ccc(CC2C(=O)NC(=O)N(c3ccc(CC)cc3)C2=O)cc1 (stereo unspecified) | -1.7% | -4.3% | 8.3% | 28.3% | 1.5% | 0.2% | -4.9% | -2.7% | -1.0%
CN1CCN(Cc2ccc(Br)s2)CC1 | 10.1% | -0.9% | ? | 3.6% | 0.1% | -0.4% | -2.4% | 1.3% | 12.2%
CC1(C)NC(=O)[C@H]2CCCN21 | 5.2% | -25.4% | -4.0% | -6.2% | -0.5% | nt | 7.3% | 10.4% | -6.3%[57.1 µM]
CC(C)C1(C)N=C(c2nc3ccccc3cc2C(=O)O)NC1=O (stereo unspecified) | -8.2% | -5.9% | ? | -18.5% | -0.1% | -1.0% | -8.4% | 10.8% | 0.4%[57.1 µM]

A different layout for six compounds above.
SMILES	TrxR1 substrate	USP1 inh	12-LOX inh	RGS4 inhibitor	Vif-A3G inh	RXFP1 agonist	Vif-A3F inh	IDH1 R132H inh	rTrxR1 inhibitor
CN(c1ccc(OCC(=O)N2CCN(C/C=C/c3ccccc3)CC2)cc1)S(=O)(=O)c1cccs1	6.8%[57.1 µM]	-15.6%	-20.8%	-16.5%[56.9 µM]	8.3%	3.2%	2.1%	5.5%	14.5%[57.1 µM]
O=C1NC(=O)N(c2ccccc2)C(=O)/C1=C/c1ccc([N+](=O)[O-])s1	-0.4%	28.2µM*	39.8µM*	?	0.3%	-0.6%	1.1%	9.7%	22.4µM*
CCOc1ccc(CC2C(=O)NC(=O)N(c3ccc(CC)cc3)C2=O)cc1 (stereo unspecified)	-1.7%	-4.3%	8.3%	28.3%	1.5%	0.2%	-4.9%	-2.7%	-1.0%
CN1CCN(Cc2ccc(Br)s2)CC1	10.1%	-0.9%	?	3.6%	0.1%	-0.4%	-2.4%	1.3%	12.2%
CC1(C)NC(=O)[C@H]2CCCN21	5.2%	-25.4%	-4.0%	-6.2%	-0.5%	nt	7.3%	10.4%	-6.3%[57.1 µM]
CC(C)C1(C)N=C(c2nc3ccccc3cc2C(=O)O)NC1=O (stereo unspecified)	-8.2%	-5.9%	?	-18.5%	-0.1%	-1.0%	-8.4%	10.8%	0.4%[57.1 µM]
